Compound activity (PubChem)
VCAM1 TNFa inh: reduces TNF alpha induced VCAM1 expression in HUVEC. HUVEC TNFa-induced VCAM-1 immunofluorescence, high-content imaging. inhibition, % at 2 µM. 95,000 tested, 0.48% active;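 active = inhibition above the batch mean plus 3 SD, with images confirmed as a hit by eye, cut at about 37% in these data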;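 note: 0% = TNF-stimulated DMSO wells and 100% = unstimulated control wells; not every result past the cut was called active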
H69AR inhibit: blocks growth of human H69AR lung tumor cells; 85,000 tested, 6% active; H69AR lung tumor viability, ATP luminescence, 72 h; hits give low values; viability, % at 10 µM;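 active = viability at or below 40%; inactive = viability above 40%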;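 note: multidrug resistant small cell line overexpressing MRP-1 efflux transporter; 100% = mean luminescence of untreated control wells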
Lung fibro prol: blocks proliferation of human lung fibroblasts; LL 47 human lung fibroblast viability, ATP luminescence; hits give low values; viability, % at 10 µM; 85,000 tested, 1.1% active; AID 719;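 active = viability at or below 50% in the single dose screen; inactive = viability above 50%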;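 note: compound exposure lasted 72 h before the ATP readout; 100% = median luminescence of untreated cell-only wells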
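Material: Human LL 47 lung fibroblast cells | Input: 1,150 cells/well | Buffer or medium: IMEM plus 15% FBS | Compound dosing: 0.1% DMSO in all compound wells | Times: Overnight cell rest, 72 h compound treatment at 37 °C | Signal: CellTiter-Glo luminescence measuring cellular ATP | Measure: % viability versus median cells-only luminescence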
IL1B cytotox: HUVEC cytotoxicity counter-screen, IL-1B stimulated. HUVEC cell count loss, Hoechst imaging. cell count reduction, % at 2 µM. 94,000 tested, 0.41% active;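 active = cell count reduction more than 3 SD above the screen-wide mean, cut at about 70% in these data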;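 note: normalized per plate to untreated control cells as the no-loss baseline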
cytoskel mod: alters cytoskeleton assembly in HUVEC cells; 91,000 tested, 0.18% active; HUVEC TNFa F-actin phalloidin imaging, high content; inhibition, % at 2 µM; AID 836;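 active = inhibition above the batch mean plus 3 SD and confirmed as a hit by visual image inspection, cut at about 30% in these data, passing the limit was not always enough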; note: strong numbers were not always called active
PTK2B oligo ant: blocks oligomerization of human Pyk2 in cells; Q14289; Q293 cells, Pyk2 FERM NanoBiT luminescence; hits give low values; z-score (the deposit names both 25 µM and 10 µM); 99,000 tested, 0.83% active;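 active = Z-score of -3 or lower, scaled per plate to the spread of control and sample wells; inactive = z-score above -3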;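 note: negative z-score means lost luminescence so less FERM oligomerization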
Target sequence (Q14289 whole entry, looked up): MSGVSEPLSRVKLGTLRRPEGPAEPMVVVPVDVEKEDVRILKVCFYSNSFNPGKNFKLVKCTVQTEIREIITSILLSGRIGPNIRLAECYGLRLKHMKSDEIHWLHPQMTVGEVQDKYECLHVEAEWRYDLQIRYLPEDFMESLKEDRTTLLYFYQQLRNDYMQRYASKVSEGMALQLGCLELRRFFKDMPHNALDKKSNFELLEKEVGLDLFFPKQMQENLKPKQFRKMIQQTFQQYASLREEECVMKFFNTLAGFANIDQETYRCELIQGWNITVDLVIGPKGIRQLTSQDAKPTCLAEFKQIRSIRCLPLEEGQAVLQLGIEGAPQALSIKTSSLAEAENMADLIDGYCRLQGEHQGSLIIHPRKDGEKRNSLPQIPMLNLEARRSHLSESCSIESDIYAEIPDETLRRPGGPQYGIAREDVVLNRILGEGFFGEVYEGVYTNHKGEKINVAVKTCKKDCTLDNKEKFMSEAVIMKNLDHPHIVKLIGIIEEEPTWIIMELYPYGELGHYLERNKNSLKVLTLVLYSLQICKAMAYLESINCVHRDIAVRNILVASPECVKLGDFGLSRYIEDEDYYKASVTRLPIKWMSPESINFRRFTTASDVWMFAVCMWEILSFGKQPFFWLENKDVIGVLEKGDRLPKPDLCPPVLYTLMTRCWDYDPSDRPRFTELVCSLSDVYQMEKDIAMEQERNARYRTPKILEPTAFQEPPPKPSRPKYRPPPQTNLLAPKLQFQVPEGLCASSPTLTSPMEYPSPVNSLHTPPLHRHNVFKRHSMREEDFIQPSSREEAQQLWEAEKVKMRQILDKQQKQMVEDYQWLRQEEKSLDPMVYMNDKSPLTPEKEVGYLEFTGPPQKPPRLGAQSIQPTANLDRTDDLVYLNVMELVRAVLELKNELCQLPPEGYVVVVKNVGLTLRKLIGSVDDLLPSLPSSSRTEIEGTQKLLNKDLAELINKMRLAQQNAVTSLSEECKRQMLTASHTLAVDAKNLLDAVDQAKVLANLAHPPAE
HUVEC tox TNFa: HUVEC cytotoxicity counter-screen, TNF alpha stimulated; HUVEC TNFalpha-stimulated, Hoechst cell count, imaging; cell count reduction, % at 2 µM; 93,000 tested, 0.17% active; AID 848;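 active = cell count reduction exceeding the screen mean by over 5 SD, scaled to untreated wells per plate, cut at about 78% in these data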;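 note: cells counted after 24 h of TNF alpha exposure following the 1 h pretreatment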
HUVEC inhibit: human endothelial cell proliferation inhibition | HUVEC proliferation, CellTiter-Glo luminescence, 72 h; hits give low values | viability, % at 10 µM (by protocol) | 86,000 tested, 1.1% active | AID 648;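 active = viability at or below 30%; inactive = viability above 30%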;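 note: 100% = median luminescence of DMSO-only cell control wells on each plate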
Smad3 inh: blocks human Smad3 binding to FoxH1 peptide | P84022 | TR-FRET Smad3/Dy647-FoxH1 peptide binding, europium anti-His | inhibition, % at 25 µM | 88,000 tested, 0.29% active | AID 630;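 active = compounds that reduce the energy-transfer binding signal between the protein and its labelled peptide by more than half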;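 note: 0% = Smad3 plus labelled peptide maximal FRET and 100% = peptide-only background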
* = called active by the depositor; . = no result given; [ ] = another dose, or the depositor's remark. Only part of the results is shown. The share of hits here may be higher or lower than overall.

SMILES | VCAM1 TNFa inh | H69AR inhibit | Lung fibro prol | IL1B cytotox | cytoskel mod | PTK2B oligo ant | HUVEC tox TNFa | HUVEC inhibit | Smad3 inh
O=C(Cc1ccc(S(=O)(=O)N2CCOCC2)s1)Nc1nc2c(s1)CCCC2 | 13 | 99 | 102 | 0 | 14 | -0.64 | -6 | 98 | 4
O/N=C1/CCCSc2ccccc21 | -3 | . | . | 6 | -5 | -0.37 | 6 | . | .
O=c1cnnc(NCc2ccccc2)[nH]1 | -8 | 90 | 101 | -10 | -15 | -0.39 | -8 | 96 | 7
N#Cc1ccccc1CN1C(=O)S/C(=C/c2cccn2-c2cccc(C(=O)O)c2)C1=O | 5 | . | . | -16 | 1 | -1.7 | 7 | . | .
Cc1ccc(NC(=O)Cn2c(=O)n(Cc3ccco3)c(=O)c3ccccc32)c(C)c1 | -5 | 46 | 97 | . | 4 | -1.4 | -3 | 101 | 7
CC(=O)C1=C(O)C(=O)N(CCC(=O)O)C1c1ccccc1Cl (stereo not drawn) | 11 | 103 | 99 | -21 | 6 | 0.31 | -20 | 105 | 7
O=C(NCc1ccccc1)C1CCN(S(=O)(=O)N2CCCCCC2)CC1 | -2 | 90 | 93 | 4 | -13 | -0.08 | 3 | 99 | 14[fluorescence artefact?]
O=C(NCCC1=CCCCC1)c1cnsn1 | 16 | 99 | 96 | -41 | 20 | -0.09 | -9 | 91 | 1
Cc1ccc(S(=O)(=O)NCCC(=O)Nc2nnc(C)s2)cc1 | -4 | 99 | 107 | -125 | 25 | -0.94 | -23 | 105 | 3
CCOC(=O)c1c(C)[nH]c(C(=O)OC/C(O)=C(\C#N)c2nc3ccccc3[nH]2)c1C | 8 | 57 | 112 | -22 | -21 | -1.2 | -13 | 9.2* | 1
O=C(Nc1ccc(-c2nc3ccccc3[nH]2)cc1)C1CCCO1 (stereo not drawn) | 8 | 51 | 73 | -26 | 18 | -0.63 | -19 | 72 | -15[fluorescence artefact?]
Cc1noc(NS(=O)(=O)c2ccc(NC(=O)c3cnc4n(c3=O)CCS4)cc2)c1C | 5 | 86 | 96 | -16 | -5 | -0.08 | -24 | 93 | 5
CCCC(=O)N(c1ccc(F)cc1)C1C=CS(=O)(=O)C1 (stereo not drawn) | 0 | 79 | 125 | -35 | . | 0.29 | -31 | 106 | -1
O=C(NCc1ccc2c(c1)OCO2)C12CN(Cc3ccccc3)CC1C(c1cccc([N+](=O)[O-])c1)=NO2 (stereo not drawn) | 9 | . | . | -2 | -12 | . | 1 | . | .
O=C(Nc1ccc(Cl)cc1)C1CC=CCC1C(=O)OCC(F)(F)C(F)F (stereo not drawn) | -5 | 94 | 94 | -6 | 4 | 1.2 | 5 | 96 | 3
O=C(c1ccco1)N1CCN(C(=O)c2ccc(Cn3cc(Br)cn3)o2)CC1 | 0 | 98 | 102 | -49 | -15 | -1.4 | -7 | 89 | -14
COC(=O)c1cc2sc(Cl)cc2n1CC(=O)Nc1cccc(SC)c1 | -6 | 69 | 96 | 29 | 34 | -1.2 | 12 | 84 | -6
O=C(CN1C(=O)c2ccccc2S1(=O)=O)c1ccccc1 | -22 | 100 | 95 | 10 | 2 | 0.58 | 4 | 101 | -6
CCCn1c(/N=C/c2ccccc2O)nc2ccccc21 | -1 | 91 | 98 | 15 | 3 | -0.51 | -8 | 99 | -5
Cn1c(SCC(=O)N2CCCc3ccccc32)nc2ccccc2c1=O | 3 | 63 | 101 | -24 | 8 | -1.6 | . | 86 | 0
CN(C)c1nc(SCc2ccc(Cl)cc2)nc2c1CCCC2 | 4 | . | . | -13 | 12 | -0.56 | -12 | . | .
O=S(=O)(N=S(N1CCCCC1)N1CCCCC1)c1ccccc1 | -1 | 91 | 98 | -6 | . | -0.18 | -8 | 86 | -5
c1ccc(Nc2nc(-c3ccncc3)cs2)cc1 | -16 | 95 | 80 | 21 | -1 | -1.4 | -17 | 70 | 4
C(=N/N1CCN(c2ccccc2)CC1)/c1cccs1 | 0 | . | . | -21 | 5 | -0.95 | -6 | . | .
Cc1ccc(OCc2nnc(SCC(=O)Nc3sc(C)c(C)c3C#N)n2C)cc1 | . | 62 | 102 | . | . | 1 | . | 78 | 9[fluorescence artefact?]

Reprinted from the part before: 5 entries, followed by the next part.
SMILES | VCAM1 TNFa inh | H69AR inhibit | Lung fibro prol | IL1B cytotox | cytoskel mod | PTK2B oligo ant | HUVEC tox TNFa | HUVEC inhibit | Smad3 inh
CN(C)c1nc(SCc2ccc(Cl)cc2)nc2c1CCCC2 | 4 | . | . | -13 | 12 | -0.56 | -12 | . | .
O=S(=O)(N=S(N1CCCCC1)N1CCCCC1)c1ccccc1 | -1 | 91 | 98 | -6 | . | -0.18 | -8 | 86 | -5
c1ccc(Nc2nc(-c3ccncc3)cs2)cc1 | -16 | 95 | 80 | 21 | -1 | -1.4 | -17 | 70 | 4
C(=N/N1CCN(c2ccccc2)CC1)/c1cccs1 | 0 | . | . | -21 | 5 | -0.95 | -6 | . | .
Cc1ccc(OCc2nnc(SCC(=O)Nc3sc(C)c(C)c3C#N)n2C)cc1 | . | 62 | 102 | . | . | 1 | . | 78 | 9[fluorescence artefact?]
Cc1nc2ccccc2c(-c2ccccc2)c1C(=O)c1ccccc1 | 8 | . | . | 2 | 6 | -0.27 | -2 | . | .
CCc1ccc(N(CC)c2ncnc3nc[nH]c23)cc1 | . | 75 | 92 | . | . | . | . | 71 | -5
Cc1cc(-c2ccccc2)c2c3c(cn2n1)c(=O)n(C)c(=O)n3C | 21 | 74 | 94 | -4 | -41 | -0.02 | -26 | 83 | 10
COc1cccc(C(=O)Nc2nnc(C3CCCO3)s2)c1 (stereo not drawn) | -28 | . | . | -11 | 2 | -0.89 | -10 | . | .
COc1cc(C2C(C#N)=C(C)NC3=C2C(=O)CC(C)(C)C3)ccc1O (stereo not drawn) | -24 | 88 | 97 | -26 | 6 | -0.5 | -8 | 111 | 3
CCOC(=O)C1CCCN(C(=O)c2cn(C)c3ccc(S(=O)(=O)N4CCCC4)cc3c2=O)C1 (stereo not drawn) | . | 84 | 98 | . | . | 0.74 | . | 101 | -3
CCCOC(=O)Cn1c(=O)c2cc3c(=O)n(CC(=O)OCCC)c(=O)c3cc2c1=O | . | 92 | 99 | . | . | -0.18 | . | 100 | 3
Cc1ccccc1OCC(O)CN (stereo not drawn) | 1 | 95 | 101 | 11 | 17 | 0.34 | 1 | 91 | -1
COc1ccc(C2c3ccc4ccccc4c3Oc3ncn(CCN4CCOCC4)c(=N)c32)cc1 (stereo not drawn) | -14 | 1.9* | 3.2* | 1 | 6 | -2.2 | -3 | 2.1* | -2
CCSCCC(NC1=CC(=O)CC(C)(C)C1)C(=O)O (stereo not drawn) | 12 | 91 | 99 | 20 | -7 | 0.28 | -4 | 96 | -5
CCCOC(=O)C1[C@H]2C(=O)N(C(C)c3ccc(OC)cc3)C[C@]23C=C[C@H]1O3 (stereo partly drawn) | -3 | 97 | 109 | -7 | 17 | 1.2 | -6 | 94 | 0
COCCn1c(SCC(=O)NC(=O)NCc2ccccc2)nc2ccccc21 | -17 | 78 | 96 | -42 | 15 | 0.17 | -31 | 104 | 6
CCN(CC)c1nc(SCCOC(=O)Nc2ccccc2)nc(N(CC)CC)n1 | -18 | 68 | 94 | -17 | -4 | -0.38 | -9 | 82 | 10
Cc1ccn2cc(C(=O)Nc3ccccc3N3CCOCC3)nc2c1 | 2 | 78 | 106 | -18 | 5 | -1.8 | -73 | 107 | -2
COc1cccc(-c2nn3c(-c4ccccn4)nnc3s2)c1 | -23 | 77 | 108 | 12 | -17 | -0.11 | 14 | 92 | 16
CS(=O)(=O)N(Cc1ccccc1)c1ccc(C(=O)Nc2cccnc2)cc1 | -4 | 81 | 97 | -29 | -9 | -0.57 | -10 | 88 | 5
CCOC(=O)Cn1nnc(-c2ccc(SC)cc2)n1 | 5 | 96 | 103 | -4 | 4 | 1.4 | 25 | 97 | 6[fluorescence artefact?]
Cn1c(=O)[nH]c(=O)c2c1nc(CN1CCN(Cc3ccccc3)CC1)n2CC(N)=O | . | 92 | 108 | . | . | . | . | 100 | 12
Cc1cccc(Cn2c(NCCO)nc3c2c(=O)n(C)c(=O)n3C)c1 | -7 | 95 | 107 | -10 | -8 | 0.37 | -26 | 103 | 7
CCCCCCOC1(c2ccccc2)OC(=O)c2ccccc21 (stereo not drawn) | -11 | . | . | -21 | 2 | -1.4 | 7 | . | .
Cc1cc2nc(SCC(=O)O)nc(C)c2cc1C | 11 | 95 | 100 | -20 | 10 | 0.54 | -19 | 101 | 2
COc1ccc(NC(=O)Cn2cccc2)c(OC)c1 | -2 | 96 | 102 | 10 | 12 | 0.66 | -6 | 100 | 7
Cc1cc2ncn(CCCCOc3ccccc3)c2cc1C | 2 | 85 | 96 | -4 | . | -0.62 | -55 | 87 | -11
CSc1nc2nccc(-c3ccc(-c4ccccc4)cc3)n2n1 | 2 | 45 | 92 | -10 | -1 | -0.53 | -9 | 75 | 14
COc1cccc(C(=O)Nc2c3c(nn2-c2cccc(C)c2C)CS(=O)C3)c1OC (stereo not drawn) | 1 | 106 | 95 | -4 | 29 | 0.2 | -21 | 99 | 3
Following part.
SMILES | VCAM1 TNFa inh | H69AR inhibit | Lung fibro prol | IL1B cytotox | cytoskel mod | PTK2B oligo ant | HUVEC tox TNFa | HUVEC inhibit | Smad3 inh
COc1ccc(-c2nnc3n2-c2ccccc2SC3)cc1OC | 0 | 90 | 94 | -30 | -34 | -0.24 | 6 | 111 | -1
COc1ccc(C(=O)N2CC3(CC(c4ccc(Cl)cc4)=NO3)C[C@H]2C(=O)NCC(N)=O)cc1 (stereo partly drawn) | -9 | . | . | -25 | 3 | . | 6 | . | .
O=C(CCc1n[nH]c(=O)[nH]c1=O)N1CCOCC1 | 20 | 98 | 102 | 4 | 7 | . | -35 | 90 | -5
Fc1ccccc1CSc1nnc(Cn2cnc3ccccc32)n1-c1ccccc1 | 15 | 90 | 97 | -11 | 10 | -0.06 | -30 | 87 | -3
CCN(C(=O)c1ccc(NC(C)=O)cc1)c1ccccc1C | -10 | 96 | 100 | 5 | 20 | -1.1 | 12 | 102 | 0
CCN(CC)S(=O)(=O)c1ccc2oc(Nc3ccc4c(c3)OCCO4)nc2c1 | -21 | 65 | 95 | 5 | 3 | -3.5* | -11 | 54 | 5
CCOc1ccc(N(CC(=O)NCc2ccc(OC)cc2)S(=O)(=O)c2c(C)noc2C)cc1 | -6 | 101 | 89 | 16 | 3 | 0.55 | -11 | 63 | 2
C=CCN1C(=O)C(Cc2cccc(C)c2)SC1=Nc1ccc(C(=O)O)cc1 (stereo not drawn) | -18 | . | . | -25 | 6 | 1.4 | -5 | . | .
CC(C)c1ccc(-c2nc(N3CCCC3)nc3n[nH]c(N)c23)cc1 | . | 11* | 75 | . | . | -0.93 | . | 57 | 0
COc1ccc(Cl)cc1N(CC(=O)Nc1ccccc1SC)S(C)(=O)=O | 5 | 86 | 92 | 35 | -5 | -0.86 | 3 | 72 | -9
O=C(CSCC(=O)N1CCCCC1)Nc1nc(-c2cccs2)cs1 | 1 | 89 | 98 | 7 | -13 | . | -22 | 93 | 8
CC(C)C(=O)Nc1ccc2c(c1)nc(CCN1CCN(C)CC1)n2C | -11 | 107 | 113 | 4 | 16 | 0.81 | -5 | 108 | -20
NC(=O)C1(N2CCCCC2)CCN(C2CC(=O)N(CCc3ccccc3)C2=O)CC1 (stereo not drawn) | -4 | 100 | 102 | 6 | -3 | 1.5 | -6 | 100 | 9
